High-throughput results: PubChem BioAssay, Broad Institute
LGR2 antag: inhibitors of bursicon-induced LGR2 CRE-luciferase signal, primary screen, cell-based, HEK293, CRE-luciferase reporter, bursicon stimulation; Drosophila bursicon receptor LGR2 (rickets); bursicon-stimulated, 4 h; inhibition, % at 9.99 µM; 380,000 compounds, 0.35% hits; AID 720647, 2013;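 active means drop in luminescence signal, shown as inhibition above about 50% in the replicate tests, limit read from the data, passing the limit was not always enough; inconclusive means probably only some replicates passing the limit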;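 further: agonist challenge used bursicon conditioned medium at about half maximal strength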
PglD inh: C. jejuni PglD acetyltransferase inhibitors, primary screen, biochemical, DTNB colorimetric, single point. AID 602405, 2012. inhibition, % at 12.5 µM. purified PglD enzyme, DTNB colorimetric CoA detection. 360,000 compounds, 0.098% hits. UDP-N-acetylbacillosamine N-acetyltransferase PglD (Campylobacter jejuni); in the data active means inhibition above about 16%, passing the limit was not always enough; inconclusive means no clear call, values can overlap the other calls; further: strong numbers were not always called active
FN deposition inh: inhibitors of fibronectin matrix deposition, primary screen, AH1F cells, Alexa488-fibronectin fluorescence, plate reader. AH1F fibroblasts, overnight. inhibition, % at 12.6 µM. 350,000 compounds, 0.086% hits. AID 743247, 2014;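 active means mean inhibition across replicates of 30% or more, regardless of how many single replicates reach that level; inconclusive means mean under 30% yet at least half of replicates reach 30%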;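 further: positive control wells lacked labelled fibronectin entirely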
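Measured by – fluorescence 485/525 nm · System – AH1F fibroblast monolayer, labelled fibronectin deposition · Amount – 10000 cells per well · Buffer or medium – serum-reduced DMEM (2% serum) · Doses – single dose, pinned · Also added – fluorescent fibronectin at 24 nM final · Schedule – 1 h cell attachment, overnight exposure to compound and label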
EWS-Fli inh: EWS/Fli-driven NR0B1 reporter inhibitors, primary screen, A673 cells, NR0B1 luciferase, luminescence, MLPCN library; viability-normalised; inhibition, % at 12.6 µM; 350,000 compounds, 0.67% hits;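 active means mean inhibition of at least 50% after viability correction, with every replicate also passing that limit; inconclusive means mean reaches 50% but only one of two replicates passes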;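 further: firefly luciferase signal divided by Alamar Blue viability fluorescence both relative to DMSO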
PGC1a acetyl inh: inhibitors of PGC1a acetylation signal, primary screen, cell-based, U2OS, AlphaScreen, inhibitor mode | AlphaScreen anti-acetyl-lysine; with virally co-expressed GCN5 acetyltransferase | inhibition, % at 15.6 µM | 350,000 compounds, 0.17% hits | AID 651687, 2012;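 active means every replicate shows inhibition of at least 40%; inconclusive means mean inhibition at least 40% but some replicate below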;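 further: 0% = neutral control wells and 100% = positive control wells; some results beyond the cut were filed as inactive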
PAX8 reporter: inhibitors of PAX8-driven TPO luciferase reporter, primary screen, RMG-I cells, single concentration; 360,000 compounds, 1.2% hits; SteadyGlo, 24 h; inhibition, % at 12.6 µM;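 active means mean replicate inhibition at least 60% with every replicate also reaching 60%; inconclusive means only one of the two criteria is met; inactive means mean below 60% and not all replicates reaching 60%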;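 further: luciferase light reporting Pax8 driven TPO promoter activity; plate controls were median of neutral control wells for no effect and mitoxantrone controls for full effect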
S100A4 inh HTS: inhibitors of S100A4-myosin IIA peptide binding, primary screen, biochemical, fluorescence polarization, TAMRA-MyoIIA peptide. inhibition, % at 10.7 µM. Protein S100-A4 (Homo sapiens), P26447. AID 652163, 2013. 360,000 compounds, 0.14% hits;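 active means mean inhibition of at least 70% across replicates, with every replicate also reaching that level; inconclusive means mean inhibition reaches 70% but some replicates fall short; inactive means mean inhibition below 70%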
Target sequence (P26447 whole entry, looked up): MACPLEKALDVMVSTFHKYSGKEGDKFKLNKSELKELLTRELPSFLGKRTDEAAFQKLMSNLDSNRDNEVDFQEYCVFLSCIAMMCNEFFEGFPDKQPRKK
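assay system = human S100A4 monomer with TAMRA-labelled myosin IIA peptide | also added = labelled myosin peptide probe, 5 nM | incubation = 5 min between mix addition and reading | control set = DMSO and TFP controls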
ERAP1 inh: human ERAP1 aminopeptidase inhibitors, primary screen, biochemical, single point, plate reader; inhibition, % at 10.7 µM; AID 652197, 2013; 340,000 compounds, 0.15% hits; Endoplasmic reticulum aminopeptidase 1 (Homo sapiens), Q9NZ08; recombinant ERAP1, Leu-AMC fluorescence, 60 min;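 active means mean replicate inhibition of at least 30%, or all replicates individually reaching that 30% level; inactive means mean below 30% and not every replicate reaching it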;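 further: 0% = neutral control wells and 100% = L-leucinethiol positive control wells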
Target sequence (Q9NZ08 whole entry, looked up): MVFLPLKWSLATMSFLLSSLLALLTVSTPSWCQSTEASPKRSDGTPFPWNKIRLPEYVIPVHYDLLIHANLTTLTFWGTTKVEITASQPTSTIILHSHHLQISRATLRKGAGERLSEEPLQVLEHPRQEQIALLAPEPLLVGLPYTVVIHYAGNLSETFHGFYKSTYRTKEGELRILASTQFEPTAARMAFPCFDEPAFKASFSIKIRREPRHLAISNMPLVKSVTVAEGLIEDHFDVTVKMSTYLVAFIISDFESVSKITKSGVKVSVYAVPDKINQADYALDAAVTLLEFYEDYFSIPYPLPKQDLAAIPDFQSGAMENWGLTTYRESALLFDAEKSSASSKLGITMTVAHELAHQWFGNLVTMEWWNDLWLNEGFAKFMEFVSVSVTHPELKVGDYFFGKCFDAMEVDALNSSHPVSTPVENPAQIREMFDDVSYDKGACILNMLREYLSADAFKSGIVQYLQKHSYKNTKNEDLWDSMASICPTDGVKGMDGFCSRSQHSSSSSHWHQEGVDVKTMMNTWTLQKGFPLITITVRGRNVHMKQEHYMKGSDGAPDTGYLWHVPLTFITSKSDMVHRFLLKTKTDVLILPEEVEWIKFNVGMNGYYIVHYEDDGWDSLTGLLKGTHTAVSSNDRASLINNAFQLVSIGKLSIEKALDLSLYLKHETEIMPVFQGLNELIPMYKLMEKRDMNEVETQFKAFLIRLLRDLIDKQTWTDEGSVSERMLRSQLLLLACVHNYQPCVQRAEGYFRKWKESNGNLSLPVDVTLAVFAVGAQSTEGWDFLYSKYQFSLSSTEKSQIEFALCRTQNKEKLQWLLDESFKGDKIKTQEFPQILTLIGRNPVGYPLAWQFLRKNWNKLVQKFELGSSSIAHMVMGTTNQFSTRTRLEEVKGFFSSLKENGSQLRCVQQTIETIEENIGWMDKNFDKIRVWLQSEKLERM
An asterisk follows results filed as active.

Results for COc1ccc(CN(C)C[C@@H]2Oc3ccc(NS(=O)(=O)c4cn(C)cn4)cc3CC(=O)N([C@@H](C)CO)C[C@H]2C)cc1 ?
LGR2 antag: 0; PglD inh: -1; FN deposition inh: -2; EWS-Fli inh: 8; PGC1a acetyl inh: -1; PAX8 reporter: 1; S100A4 inh HTS: 0; ERAP1 inh: -1

How did Cc1cccc(NC(=O)C2NC(=O)CC2c2ccccc2)c1C (centres undefined) do in these assays?
LGR2 antag: 21; PglD inh: -4; FN deposition inh: -35; EWS-Fli inh: -1; PAX8 reporter: -13; S100A4 inh HTS: -3

How did Cc1nc2oc3ccc(F)cc3c(=O)c2cc1C(=O)O do in these assays?
LGR2 antag: -9; PglD inh: 3; FN deposition inh: -1; EWS-Fli inh: -37; PGC1a acetyl inh: 4; PAX8 reporter: -15; S100A4 inh HTS: -7; ERAP1 inh: 2

Results for CCOc1ccc(C(=O)NCC(=O)NCC(c2ccco2)N2CCCCC2)cc1 (centres undefined) ?
LGR2 antag: 14; PglD inh: -1; FN deposition inh: 7; EWS-Fli inh: -4; PGC1a acetyl inh: 6; PAX8 reporter: -1; S100A4 inh HTS: -10; ERAP1 inh: 0

Results for COc1ccccc1-c1ccc2c(c1)O[C@H](CN(C)C(=O)Nc1cccc(F)c1)[C@@H](C)CN([C@H](C)CO)S2(=O)=O ?
LGR2 antag: 4; PglD inh: -2; EWS-Fli inh: 5; PGC1a acetyl inh: 6; S100A4 inh HTS: 13; ERAP1 inh: 2

What do the screens show for `CO[C@H]1CN(C)C(=O)c2ccc(NS(C)(=O)=O)cc2OC[C@H](C)N(C(=O)C2CCCCC2)C[C@@H]1C`?
LGR2 antag: -7; PglD inh: 43; FN deposition inh: -12; EWS-Fli inh: -3; PGC1a acetyl inh: 6; PAX8 reporter: 1; S100A4 inh HTS: -2; ERAP1 inh: 0

What do the screens show for `O=C(C1CCN(S(=O)(=O)N2CCCCC2)CC1)N1CCCCC1`?
LGR2 antag: -12; PglD inh: -4; FN deposition inh: 10; PAX8 reporter: -11

How did COc1ccc(Cl)cc1NC(=O)CN(C)C(=O)C1CC(=O)N(Cc2ccc(C)cc2)C1 (centres undefined) do in these assays?
LGR2 antag: -3; FN deposition inh: 3; EWS-Fli inh: 5; PAX8 reporter: 20; S100A4 inh HTS: 0; ERAP1 inh: -4

How did Oc1ccc(NC(=S)Nc2ccc(O)cc2)cc1 do in these assays?
LGR2 antag: 23; FN deposition inh: 3; EWS-Fli inh: -4; PAX8 reporter: -4; S100A4 inh HTS: 5; ERAP1 inh: 0

Results for CCN(CC)S(=O)(=O)c1ccc(C(=O)NC2=NCCS2)cc1 ?
LGR2 antag: 25; PglD inh: 6; FN deposition inh: -8; EWS-Fli inh: -13; PAX8 reporter: -15; S100A4 inh HTS: -18; ERAP1 inh: -1

Results for O=C(CCc1ccccc1)Nc1ccccc1 ?
LGR2 antag: -48; FN deposition inh: -1; EWS-Fli inh: -29; PGC1a acetyl inh: -1; PAX8 reporter: -12; S100A4 inh HTS: -36; ERAP1 inh: -3

What do the screens show for `CC1(CCc2ccccc2)NC(=O)N(CC(=O)Nc2c(F)cccc2F)C1=O` (centres undefined)?
LGR2 antag: -18; PglD inh: 0; FN deposition inh: 6; EWS-Fli inh: -1; PGC1a acetyl inh: 11; PAX8 reporter: 14; S100A4 inh HTS: -1; ERAP1 inh: 0

Results for CNC[C@H]1Oc2c(NC(=O)NC3CCCCC3)cccc2C(=O)N([C@@H](C)CO)C[C@H]1C ?
LGR2 antag: 5; PglD inh: 17; FN deposition inh: -2; EWS-Fli inh: 9; PGC1a acetyl inh: 0; PAX8 reporter: -20; S100A4 inh HTS: -47; ERAP1 inh: 7

What do the screens show for `COc1ccccc1NC(=O)C1CCN(C(=O)NCc2ccccc2)CC1`?
LGR2 antag: 6; PglD inh: 0; FN deposition inh: 0; EWS-Fli inh: -9; PAX8 reporter: -23; S100A4 inh HTS: -1; ERAP1 inh: 3

What do the screens show for `O=C(Nc1c(C(=O)N2CCCCC2)cnn1-c1ccccc1)c1ccccc1`?
LGR2 antag: 6; PglD inh: 2; FN deposition inh: -6; EWS-Fli inh: -3; PGC1a acetyl inh: -10; PAX8 reporter: -3; S100A4 inh HTS: 3; ERAP1 inh: -2

Results for COC(=O)c1cccc(NC(=O)NC23CC4CC(CC(C4)C2)C3)c1 ?
PglD inh: 0; FN deposition inh: 6; PGC1a acetyl inh: 8; PAX8 reporter: -68

How did O=C(CSc1nccc(=O)[nH]1)Nc1ccccc1Sc1ccccc1 do in these assays?
LGR2 antag: -1; EWS-Fli inh: -1; PGC1a acetyl inh: 8; PAX8 reporter: -1; S100A4 inh HTS: -1; ERAP1 inh: 6

How did CCC(=O)N1CC2(C1)[C@H](c1ccc(-c3ccccc3OC)cc1)[C@H](CO)N2C(C)=O do in these assays?
LGR2 antag: 2; EWS-Fli inh: 2; PGC1a acetyl inh: 5; PAX8 reporter: 0; S100A4 inh HTS: -4; ERAP1 inh: -1

How did O=C(CCNC(=O)Cn1ccc2ccccc2c1=O)NCCCN1CCN(c2ccc(F)cc2)CC1 do in these assays?
PglD inh: 4; PGC1a acetyl inh: 4; S100A4 inh HTS: 1; ERAP1 inh: -2

What do the screens show for `O=C(N[C@H]1CC[C@H](CC(=O)N2CCc3ccccc3C2)O[C@@H]1CO)C1CCC1`?
LGR2 antag: -1; PglD inh: 3; EWS-Fli inh: 8; PGC1a acetyl inh: 1; PAX8 reporter: -10; S100A4 inh HTS: inconclusive; ERAP1 inh: 2

Results for Cc1c[nH]c(=O)c([N+](=O)[O-])c1 ?
LGR2 antag: -14; FN deposition inh: 1; EWS-Fli inh: 13; PGC1a acetyl inh: 2; PAX8 reporter: -1; S100A4 inh HTS: 2

How did CC1(C)CC(=O)c2sc(NC(=O)c3ccc4ncsc4c3)nc2C1 do in these assays?
LGR2 antag: -42; PglD inh: 3; FN deposition inh: -6; EWS-Fli inh: -34; PGC1a acetyl inh: 2; PAX8 reporter: -74; S100A4 inh HTS: 0; ERAP1 inh: 6

What do the screens show for `CO[C@H]1CN(C)C(=O)c2ccc(NC(=O)CC(F)(F)F)cc2OC[C@@H](C)N(C(C)=O)C[C@@H]1C`?
LGR2 antag: 2; FN deposition inh: -18; EWS-Fli inh: 35; PGC1a acetyl inh: -4; PAX8 reporter: -2; S100A4 inh HTS: 17; ERAP1 inh: -1

How did C/C(N)=C(/C#N)C(=O)CN1C(=O)NC(Cc2c[nH]c3ccccc23)C1=O (centres undefined) do in these assays?
LGR2 antag: -2; PglD inh: -4; FN deposition inh: 1; EWS-Fli inh: 13; PGC1a acetyl inh: 7; PAX8 reporter: 12; S100A4 inh HTS: 1; ERAP1 inh: -2

What do the screens show for `C[C@H]1CN([C@@H](C)CO)C(=O)c2cccc(NC(=O)Nc3ccc(F)cc3)c2O[C@H]1CN(C)Cc1ccc2c(c1)OCO2`?
LGR2 antag: 6; PglD inh: -3; EWS-Fli inh: -5; PGC1a acetyl inh: 3; PAX8 reporter: 12; S100A4 inh HTS: 5; ERAP1 inh: -1

Results for C[C@H](CO)N1C[C@H](C)[C@H](CN(C)S(=O)(=O)c2ccc(F)cc2)OCCCC[C@H](C)Oc2ccc(NC(=O)Cc3ccccc3)cc2C1=O ?
LGR2 antag: 6; PglD inh: -2; FN deposition inh: 2; EWS-Fli inh: 11; PGC1a acetyl inh: -4; PAX8 reporter: 24

How did Cc1c(NC(=O)Nc2ccccc2Cl)c(=O)n(-c2ccccc2)n1C do in these assays?
LGR2 antag: 9; FN deposition inh: 6; EWS-Fli inh: 4; PAX8 reporter: -17; S100A4 inh HTS: 2

Results for COC(=O)/C(=N/Nc1ccccc1C)Sc1nnc(C(O)c2ccccc2)n1-c1ccccc1 (centres undefined) ?
LGR2 antag: 9; FN deposition inh: -22; EWS-Fli inh: 4; PAX8 reporter: 12; S100A4 inh HTS: -3; ERAP1 inh: 3

How did CCC(=O)N1CCC1(C)C(=O)Nc1cccc(OC)c1OC (centres undefined) do in these assays?
LGR2 antag: -5; PglD inh: -4; FN deposition inh: -4; EWS-Fli inh: -1; PGC1a acetyl inh: -6; PAX8 reporter: -13; S100A4 inh HTS: -2; ERAP1 inh: -4

How did COc1ccc(OC)c(CNC(=O)CCn2nc(C)c3c(C)n(-c4ccccc4)nc3c2=O)c1 do in these assays?
LGR2 antag: 7; PglD inh: 5; FN deposition inh: 5; EWS-Fli inh: -4; PGC1a acetyl inh: 4; PAX8 reporter: 20; S100A4 inh HTS: -1; ERAP1 inh: 0

What do the screens show for `O=C(/C=C/[C@H]1O[C@@H](n2ccc(=O)[nH]c2=O)[C@H](O)[C@@H]1O)N1CCN(Cc2ccc(F)cc2)CC1`?
LGR2 antag: -9; PglD inh: 2; FN deposition inh: -7; EWS-Fli inh: -5; PGC1a acetyl inh: -8; PAX8 reporter: 2; S100A4 inh HTS: 0; ERAP1 inh: -3

How did Cc1cc(C)cc(C(=O)NCC(=O)OCc2cc([N+](=O)[O-])cc3c2OCOC3)c1 do in these assays?
LGR2 antag: 10; EWS-Fli inh: -12; PGC1a acetyl inh: 2; PAX8 reporter: 12; S100A4 inh HTS: 6; ERAP1 inh: -1

How did CCOC(=O)C1=C(C)NC(C)=C(C(=O)OCC)C1c1cc2ccc(C)cc2[nH]c1=O do in these assays?
PglD inh: -5; FN deposition inh: -7; PGC1a acetyl inh: -6; PAX8 reporter: 50

What do the screens show for `O=C(COc1ccc2ccccc2c1)NNC(=O)c1cccs1`?
LGR2 antag: 11; PglD inh: -6; FN deposition inh: 5; EWS-Fli inh: -15; PGC1a acetyl inh: 5; PAX8 reporter: -7; S100A4 inh HTS: -1; ERAP1 inh: -2

How did CC(=O)N(C)C[C@H]1Oc2cc(C3=CCCC3)ccc2S(=O)(=O)N([C@@H](C)CO)C[C@@H]1C do in these assays?
LGR2 antag: -2; PglD inh: -1; FN deposition inh: -2; EWS-Fli inh: -2; PGC1a acetyl inh: -9; S100A4 inh HTS: -1; ERAP1 inh: 1

Results for Oc1ccc(-c2csc(-c3cccnc3)n2)c(O)c1 ?
LGR2 antag: inconclusive; EWS-Fli inh: -40; PAX8 reporter: -183; S100A4 inh HTS: 4; ERAP1 inh: 10

How did CCC(=O)c1ccc(OCC(=O)OCC(=O)NCCCc2ccccc2)cc1 do in these assays?
LGR2 antag: 10; PglD inh: 2; FN deposition inh: 2; EWS-Fli inh: -3; PAX8 reporter: 10; S100A4 inh HTS: 2; ERAP1 inh: -1

Results for COc1cccc(C(=O)N2CCC(O)(c3cccnc3)CC2)c1 ?
LGR2 antag: 2; FN deposition inh: -6; EWS-Fli inh: -2; PAX8 reporter: -17; S100A4 inh HTS: -1; ERAP1 inh: -1

Results for O=C1CN(C(=O)COc2ccc(Br)cc2F)c2ccccc2N1 ?
LGR2 antag: 9; PglD inh: 3; FN deposition inh: 2; PGC1a acetyl inh: -4; PAX8 reporter: -5

This is a random part of the collection. Share with any hit: about 2.1%.
